# MEKK2 WT-MEK5 = raises or lowers MEK5 binding to wildtype human MEKK2 PB1 domain; Q9Y2U5; bead flow cytometry, Alexa488-MEK5 binding to MEKK2 WT; actives lie on both sides; binding response (% of control), % at 10 µM; 290,000 compounds, 1.1% hits; in the data active = binding response below about 67% or above about 130%
# HCV NS3 hel inh = blocks Hepatitis C virus NS3 helicase unwinding; NS3 helicase DNA unwinding, Cy5 molecular beacon fluorescence; inhibition, % at 10.9 µM; 290,000 compounds, 0.56% hits;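 active = inhibition above the mean of all tested compounds plus 3 SD, set per campaign, cut at about 35% in these data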;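 note: 0% = DMSO wells and 100% = thioflavine S control wells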
#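 Compound dosing – single dose, 10.9 µM nominal final, DMSO 0.8% final · System – NS3 helicase fragment of HCV · Buffer or medium – MOPS pH 6.5, MgCl2, DTT, Tween20, BSA · Signal – Cy5 beacon fluorescence read at start and 1 h · Also added – annealed dual-labelled DNA beacon duplex, ATP-started · Schedule – 1 h at 25 °C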
# CRFR2-BP ag = agonists of human CRF-binding protein/CRF-R2 receptor complex. HEK293 CRF-R2/CRF-BP, calcium dye fluorescence (FLIPR); percent of saturating CRF peptide response. activation, % at 13.2 µM. 350,000 compounds, 0.46% hits. AID 588473;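 active = activation of at least 50%, plus an integration ratio under a set limit after plate pattern correction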;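 note: plate controls were neutral control wells without compound for no effect and CRF at EC100 for full effect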
# GalR3 antagonist = human GalR3 antagonism; O60755; HEK293 GalR3-CNG cAMP membrane potential fluorescence; galR3 body fused to GalR1 C-terminus; inhibition, % at 3 µM; 360,000 compounds, 0.44% hits; AID 651719;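 active = inhibition above the screen-wide average plus 3 SD, cut at about 13% in these data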;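 note: forskolin and galanin both at EC90 stimulate the cells; cAMP rise reported by CNG channel membrane potential dye signal; 0% = forskolin plus galanin with DMSO and 100% = forskolin alone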
# Target sequence (O60755 1-299 limits assumed): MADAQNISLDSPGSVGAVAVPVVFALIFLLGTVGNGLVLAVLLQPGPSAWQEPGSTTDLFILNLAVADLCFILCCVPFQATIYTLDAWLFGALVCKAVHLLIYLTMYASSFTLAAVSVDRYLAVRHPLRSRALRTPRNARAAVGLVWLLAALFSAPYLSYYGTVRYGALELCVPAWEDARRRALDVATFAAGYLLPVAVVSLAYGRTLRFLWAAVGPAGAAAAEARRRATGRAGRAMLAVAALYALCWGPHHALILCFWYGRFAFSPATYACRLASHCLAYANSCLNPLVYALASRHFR
# CRFR2-BP antag = CRF-BP/CRF-R2 complex antagonism; HEK293 CRF-R2/CRF-BP, CRF-induced calcium fluorescence; inhibition, % at 11.8 µM; 350,000 compounds, 0.59% hits;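 active = inhibition of the ligand-induced calcium signal above about 50% at the single tested concentration, limit read from the data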
# MEKK2 mut-MEK5 = signal of MEK5 binding to mutant human MEKK2 PB1 domain | bead flow cytometry, Alexa488-MEK5 binding to MEKK2 mutant | percent response, % at 10 µM | 290,000 compounds, 0.35% hits; in the data active = percent response above about 24%, passing the limit was not always enough; note: inactives centre near 1; some results filed as inactive read as strong as hits
# UBC9 SUMO inh = blocks human SUMOylation mediated by UBC9 | P63279 | HTRF SUMOylation assay, SAE1/SAE2 + UBC9, in vitro | inhibition, % at 35 µM | 290,000 compounds, 0.36% hits; in the data active = inhibition above about 50%, passing the limit was not always enough; note: strong numbers were not always called active
# Target sequence (P63279 whole entry, looked up): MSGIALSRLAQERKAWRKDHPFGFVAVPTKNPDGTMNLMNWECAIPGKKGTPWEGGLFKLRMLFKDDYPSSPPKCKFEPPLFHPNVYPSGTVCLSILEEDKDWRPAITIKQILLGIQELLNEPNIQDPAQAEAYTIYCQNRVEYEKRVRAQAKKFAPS
# FID counter = fluorescent intercalator displacement, NS3 helicase counter-screen; 290,000 compounds, 0.17% hits; inhibition, % at 7.9 µM; DNA fluorescent intercalator displacement, fluorescence; in the data active = inhibition above about 37%;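 note: 0% = vehicle and 100% = reference compound; higher means more ethidium bromide displaced from hairpin DNA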
# MEKK3 PB1 HTS = MEKK3-MEK5 PB1 interaction, increase or decrease. Q99759. 290,000 compounds, 1.4% hits. bead-based flow cytometry, Alexa488-MEK5 binding to MEKK3; actives lie on both sides; 0 = blocked by unlabeled MEK5, 100 = vehicle. binding response (% of control), % at 10 µM. AID 1529;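 active = binding response more than 3 SD above or below the average of its plate-row segment, actives on both sides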;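 note: Alexa488 bead fluorescence after subtracting the streptavidin-only scavenger bead signal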
# Target sequence (Q99759 whole entry, looked up): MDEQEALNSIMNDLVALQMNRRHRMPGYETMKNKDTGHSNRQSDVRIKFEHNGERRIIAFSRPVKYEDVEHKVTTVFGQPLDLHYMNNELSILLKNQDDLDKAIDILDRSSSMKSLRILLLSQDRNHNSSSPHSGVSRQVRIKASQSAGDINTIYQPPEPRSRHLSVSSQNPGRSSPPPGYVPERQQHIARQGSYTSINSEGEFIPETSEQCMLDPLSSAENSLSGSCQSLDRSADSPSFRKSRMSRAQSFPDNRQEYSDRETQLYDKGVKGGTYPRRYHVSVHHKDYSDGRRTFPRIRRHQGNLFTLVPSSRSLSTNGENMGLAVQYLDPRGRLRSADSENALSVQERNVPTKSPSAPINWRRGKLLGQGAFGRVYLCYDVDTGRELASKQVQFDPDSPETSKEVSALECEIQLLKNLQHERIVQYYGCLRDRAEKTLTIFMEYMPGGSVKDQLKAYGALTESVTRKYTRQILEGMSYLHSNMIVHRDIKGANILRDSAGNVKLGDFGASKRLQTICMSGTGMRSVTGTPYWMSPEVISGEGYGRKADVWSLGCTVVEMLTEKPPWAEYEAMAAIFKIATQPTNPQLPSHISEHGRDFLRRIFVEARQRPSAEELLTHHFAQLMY
# Active calls of the source: *; . = no result given. An excerpt; rates above refer to the full screens.
nr	Structure	MEKK2 WT-MEK5	CRFR2-BP ag	MEKK3 PB1 HTS	HCV NS3 hel inh	UBC9 SUMO inh
1	O=C(c1cnn2c(C(F)F)cc(-c3ccccc3)nc12)N1CCc2ccccc2C1	94	1.0	100	-12	38
2	COc1ccc(N(C(=O)C(C)C)S(=O)(=O)c2ccc(Cl)cc2)cc1	74	-0.7	60	-1	17
3	COc1cccc(-n2c(SCC(=O)N3CCOCC3)nc3c([nH]c4ccccc43)c2=O)c1	101	0.7	103	4	.
4	Brc1ccc(OCCCOc2cccc3cccnc23)cc1	110	-0.5	103	-24	-8
5	Clc1ccccc1CN(Cc1ccco1)Cc1nnnn1C1CCCC1	86	-0.1	93	1	-47
6	CCOC(=O)c1cc2sccc2n1CC(=O)N1c2ccccc2CC1C (stereo not drawn)	95	-0.7	97	4	36
7	COc1ccc(CCNC(=O)COc2ncnc3ccccc23)cc1OC	102	-0.9	106	-2	6
8	COc1ccc2c(c1)CCc1c(C(=O)N3CCCC3)noc1-2	91	-3.9	84	-2	32
9	COc1ccc(-c2n[nH]c(C)c2-c2ccc(OC)c(OC)c2)c(O)c1	96	2.2	98	-4	0
10	COc1ccc(-c2cc(C(=O)N/N=C/c3cccnc3)c3cc(C)cc(C)c3n2)cc1	95	0.2	102	-15	12
11	Brc1ccc(-c2csc(N3CCc4ccccc4C3)n2)cc1	97	-1.0	95	-1	-7
12	CCOC(=O)N1CCN(S(=O)(=O)c2cc3c(cc2C)NC(=O)CO3)CC1	100	-0.7	96	4	-2

nr	FID counter	GalR3 antagonist	MEKK2 mut-MEK5	CRFR2-BP antag
1	-31	-8	-5	-7
2	-9	-8	-15	25
3	-4	-8	3	-16
4	-17	-7	4	-1
5	-16	2	-7	11
6	2	4	-2	7
7	0	-1	-1	-1
8	-20	-6	-6	12
9	-13	1	3	-5
10	-26	0	-3	-2
11	3	-3	0	-11
12	-9	0	-17	-2

# Continued.
nr	Structure	MEKK2 WT-MEK5	CRFR2-BP ag	MEKK3 PB1 HTS	HCV NS3 hel inh	UBC9 SUMO inh
13	Cc1ccc(S(=O)(=O)NNC(=O)c2cc3cc4ccccc4nc3s2)cc1	100	1.8	102	23	24
14	COc1cccc(-n2nnc3c(=O)n(Cc4ccc(Br)cc4)cnc32)c1	95	-0.2	98	5	32
15	CC(NC(=O)C1CCN(C(=O)[C@@H]2Cc3ccccc3CN2)CC1)c1ccccc1 (stereo partly drawn)	105	3.1	101	-8	-5
16	Cc1cccc(NC(=O)Cn2c(=O)oc3ccccc32)c1C	102	-0.3	107	-17	4
17	COc1cccc(CNS(=O)(=O)c2c(C)[nH]c(C)c2C(=O)N2CCCC2)c1	96	0.2	97	9	12
18	COc1ccc(C(=O)NC(=S)Nc2cc(C)ccn2)cc1[N+](=O)[O-]	100	-0.4	100	8	12
19	Cc1ccc(CNC(=O)CSc2nc3ccsc3c(=O)n2Cc2ccccn2)cc1	100	12	103	-7	0
20	COc1ccc(-c2nc(=S)[nH][nH]2)cc1	100	-0.4	102	7	4
21	Cc1cc(C)c(-c2csc(Cc3nc(-c4cc5ccccc5oc4=O)cs3)n2)cc1C	109	6.2	111	13	27
22	CNC(=O)c1cnc(-c2ccccc2)nc1-c1ccccc1	109	-1.0	106	1	-12
23	O=C(COC(=O)c1ccccn1)Nc1ccc(S(=O)(=O)N2CCOCC2)cc1	103	5.3	105	12	10
24	C#CC[N+]1(CC#Cc2ccc(C#CC[N+]3(CC#C)CCOCC3)cc2)CCOCC1	99	1.3	105	-5	-15

nr	FID counter	GalR3 antagonist	MEKK2 mut-MEK5	CRFR2-BP antag
13	-13	-3	3	21
14	2	-6	-1	-1
15	4	-8	-1	-6
16	-4	-11	7	6
17	-9	-11	-1	7
18	1	0	-2	31
19	-25	-5	-6	-19
20	4	-1	3	-13
21	2	-3	3	-2
22	-6	-11	6	-2
23	3	-4	10	-20
24	20	.	-3	2

# (next part)
nr	Structure	MEKK2 WT-MEK5	CRFR2-BP ag	MEKK3 PB1 HTS	HCV NS3 hel inh	UBC9 SUMO inh
25	CCOC(=O)c1ccccc1NC(=O)COc1ccccc1	102	-0.1	102	6	-5
26	COc1ccc(C2=NN(CC(=O)NCC(OC)OC)C(=O)CC2)cc1	104	-1.8	102	-4	2
27	CN(C)CCCN(C(=O)COc1ccc(Cl)cc1)c1nc2c(F)cccc2s1	162*	0.2	103	2	10
28	Cc1onc(-c2c(Cl)cccc2Cl)c1NC(=O)NNc1c(Cl)cncc1Cl	95	0.0	103	0	21
29	CC(C)CN1CCNC(=O)C1CC(=O)N(C)CC1CCOCC1 (stereo not drawn)	89	1.5	95	-10	15
30	COc1ccc(CCNC(=O)c2ccc(Cl)cc2Cl)cc1	105	0.0	101	-4	-2
31	Cc1ccc(Nc2nc(C)c3c(n2)CC(C)CC3=O)c(C)c1 (stereo not drawn)	81	-1.4	76	7	6
32	CCOc1ccc(C(=O)Nc2nnc(C3=COCCO3)o2)cc1	96	-1.7	94	25	2
33	COc1cccc(NC(=O)c2ccccc2NS(C)(=O)=O)c1	99	-2.4	101	0	-1
34	O=S(=O)(c1ccc(NC(=S)NN=C(C2CC2)C2CC2)cc1)N1CCOCC1	99	-1.1	97	0	13
35	COc1cc(/C=C2\C(=O)N(c3ccccc3)N=C2C)ccc1Oc1ccc([N+](=O)[O-])cc1[N+](=O)[O-]	98	4.8	103	7	.
36	COc1cc(/C=N/NC(=O)c2ccc(O)cc2)ccc1OCC(=O)N1CC(C)OC(C)C1 (stereo not drawn)	91	0.2	91	0	14

nr	FID counter	GalR3 antagonist	MEKK2 mut-MEK5	CRFR2-BP antag
25	-12	1	0	-1
26	-3	-9	1	8
27	4	10	33	-12
28	-4	0	6	9
29	10	-6	-13	23
30	-6	-3	1	19
31	-15	-1	-19	-9
32	-17	1	1	21
33	94*	-1	-3	2
34	-5	-3	-1	-9
35	7	4	3	-31
36	-29	-7	-11	0

# Continued:
nr	Structure	MEKK2 WT-MEK5	CRFR2-BP ag	MEKK3 PB1 HTS	HCV NS3 hel inh	UBC9 SUMO inh
37	COc1ccc2cc(S(=O)(=O)N3CCCCCC3)ccc2c1	99	0.7	97	-11	0
38	O=C(Nc1ccc(S(=O)(=O)N2CCOCC2)cc1)c1ccccc1Br	108	0.5	104	-6	15
39	Cc1cc(NC(=O)CCCOc2ccc(Cl)cc2Cl)no1	101	-3.9	103	4	14
40	CC(C)C(C(=O)NC1CCCC1)N(CC1CCCO1)C(=O)CNS(=O)(=O)c1ccccc1 (stereo not drawn)	100	0.5	103	3	-10
41	Cc1cccc(CCNS(=O)(=O)c2ccc3c(c2)oc(=O)n3C)c1	100	1.4	99	-7	1
42	COCc1ccc(C(=O)N2CCCC(C(=O)c3ccc(Cl)cc3C)C2)o1 (stereo not drawn)	103	-3.4	105	-6	-6
43	O=C(O)c1cccc(-c2ccc(/C=N/Nc3ccc([N+](=O)[O-])cc3)o2)c1	91	166*	99	-21	36
44	Cc1ccc(-c2nnc(SCC(N)=O)nc2-c2ccc(C)cc2)cc1	105	-3.3	103	0	14
45	N#Cc1cn(N2CCCCC2)c(=O)[nH]c1=O	97	-1.2	102	9	12
46	COc1ccc(N2CC(C(=O)N3CCCC(C)C3)CC2=O)cc1 (stereo not drawn)	101	0.9	100	-5	-5
47	Cc1ccc(C(=O)N/C(=C\c2ccco2)C(=O)NC2CCS(=O)(=O)C2)cc1 (stereo not drawn)	97	-0.2	92	4	11
48	Nc1nc(NCc2ccco2)nc(NCCO)c1[N+](=O)[O-]	106	0.0	102	-1	6

nr	FID counter	GalR3 antagonist	MEKK2 mut-MEK5	CRFR2-BP antag
37	-14	-3	-4	0
38	-5	-5	1	9
39	-4	-8	3	-10
40	-27	-2	0	-2
41	-7	-3	0	15
42	-33	-9	-5	16
43	-16	-4	-12	-140
44	-27	-8	3	-16
45	-4	-8	1	14
46	-18	4	-1	-6
47	-24	-1	-4	-7
48	-3	-6	3	-18

# Nine consecutive records out of the list so far:
nr	Structure	MEKK2 WT-MEK5	CRFR2-BP ag	MEKK3 PB1 HTS	HCV NS3 hel inh	UBC9 SUMO inh
38	O=C(Nc1ccc(S(=O)(=O)N2CCOCC2)cc1)c1ccccc1Br	108	0.5	104	-6	15
39	Cc1cc(NC(=O)CCCOc2ccc(Cl)cc2Cl)no1	101	-3.9	103	4	14
40	CC(C)C(C(=O)NC1CCCC1)N(CC1CCCO1)C(=O)CNS(=O)(=O)c1ccccc1 (stereo not drawn)	100	0.5	103	3	-10
41	Cc1cccc(CCNS(=O)(=O)c2ccc3c(c2)oc(=O)n3C)c1	100	1.4	99	-7	1
42	COCc1ccc(C(=O)N2CCCC(C(=O)c3ccc(Cl)cc3C)C2)o1 (stereo not drawn)	103	-3.4	105	-6	-6
43	O=C(O)c1cccc(-c2ccc(/C=N/Nc3ccc([N+](=O)[O-])cc3)o2)c1	91	166*	99	-21	36
44	Cc1ccc(-c2nnc(SCC(N)=O)nc2-c2ccc(C)cc2)cc1	105	-3.3	103	0	14
45	N#Cc1cn(N2CCCCC2)c(=O)[nH]c1=O	97	-1.2	102	9	12
46	COc1ccc(N2CC(C(=O)N3CCCC(C)C3)CC2=O)cc1 (stereo not drawn)	101	0.9	100	-5	-5

nr	FID counter	GalR3 antagonist	MEKK2 mut-MEK5	CRFR2-BP antag
38	-5	-5	1	9
39	-4	-8	3	-10
40	-27	-2	0	-2
41	-7	-3	0	15
42	-33	-9	-5	16
43	-16	-4	-12	-140
44	-27	-8	3	-16
45	-4	-8	1	14
46	-18	4	-1	-6

# Next structures
nr	Structure	MEKK2 WT-MEK5	CRFR2-BP ag	MEKK3 PB1 HTS	HCV NS3 hel inh	UBC9 SUMO inh
49	O=C(Nc1ccc(Br)c(C(F)(F)F)c1)c1ccc(C(F)(F)F)cc1	139*	10	119	2	-22
50	N/C(=N\S(=O)(=O)c1ccc(Cl)s1)c1ccccc1	105	0.1	103	-4	0
51	Fc1ccc(-n2c(Cc3ccccc3)nnc2SCc2nc(-c3ccc(Cl)cc3)no2)cc1	112	0.1	107	5	-19
52	CC(=O)N1CCN(c2nnc(-c3ccc(C)cc3)c3ccccc23)CC1	105	-1.1	106	3	13
53	CN1CCN(C(=O)c2cc(S(=O)(=O)Nc3ccccc3F)c(Cl)cc2Cl)CC1	89	0.6	85	-5	18
54	Cc1cc(CNC(=O)c2cccc([N+](=O)[O-])c2)c2ccccc2n1	86	4.1	86	0	22
55	O=C(O)c1cccc(NS(=O)(=O)c2ccc3c(c2)OCCCO3)c1	96	-0.1	100	2	10
56	C/C(=N/NC(=O)c1cccs1)c1cccs1	107	0.2	103	-3	15
57	COCC(=O)Nc1ccc(S(=O)(=O)Nc2ncccn2)cc1	101	.	101	5	4
58	O=C1/C(=C/c2ccccc2)SC(=S)N1CC(=O)N1CCCCC1c1cccnc1 (stereo not drawn)	97	1.4	99	-20	-10
59	Cc1ccc(C)c(NC(NC(=O)c2cccnc2)C(Cl)(Cl)Cl)c1 (stereo not drawn)	102	-2.5	105	-1	8

nr	FID counter	GalR3 antagonist	MEKK2 mut-MEK5	CRFR2-BP antag
49	4	-2	10	-1
50	1	-8	7	4
51	-11	-6	4	-25
52	-32	-12	4	6
53	-1	-4	-6	-3
54	1	-2	-11	-19
55	0	-2	0	-23
56	-7	-2	7	-9
57	3	.	3	.
58	-34	-8	-1	0
59	-3	-3	2	-15

# From PubChem BioAssay
